12-LOX inh = inhibitors of human 12S-lipoxygenase ALOX12; purified 12hLO, xylenol orange hydroperoxide absorbance; AID 1671190; hit rate 1.1% among 580,000; P18054; Potency, µM (highest dose often 108 µM), for inactives: at the top dose activity change, negative = inhibition, actives largely listed as inhibitors; active = well fitted inhibition curve with a large enough effect; inconclusive = small, poorly fitted or top-dose-only effect, or another doubt; inactive = no such curve, though single readings can be large or run the other way
Target sequence (P18054 whole entry, looked up): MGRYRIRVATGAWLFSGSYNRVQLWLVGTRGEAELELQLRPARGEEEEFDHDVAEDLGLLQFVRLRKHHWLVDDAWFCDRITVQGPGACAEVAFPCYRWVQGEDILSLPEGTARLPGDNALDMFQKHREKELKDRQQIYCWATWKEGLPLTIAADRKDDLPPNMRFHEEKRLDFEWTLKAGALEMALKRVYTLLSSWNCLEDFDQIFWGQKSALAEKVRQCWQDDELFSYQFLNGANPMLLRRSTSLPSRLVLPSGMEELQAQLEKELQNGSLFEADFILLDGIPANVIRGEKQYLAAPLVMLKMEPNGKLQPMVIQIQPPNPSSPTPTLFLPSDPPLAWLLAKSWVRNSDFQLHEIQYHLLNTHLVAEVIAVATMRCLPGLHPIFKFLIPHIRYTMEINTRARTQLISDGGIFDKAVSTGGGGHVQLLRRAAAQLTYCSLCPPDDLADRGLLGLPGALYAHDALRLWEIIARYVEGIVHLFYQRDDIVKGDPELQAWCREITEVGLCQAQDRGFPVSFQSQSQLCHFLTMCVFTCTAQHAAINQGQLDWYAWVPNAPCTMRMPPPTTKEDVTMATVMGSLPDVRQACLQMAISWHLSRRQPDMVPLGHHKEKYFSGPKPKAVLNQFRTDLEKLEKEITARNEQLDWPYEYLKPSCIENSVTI
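Purified human 12hLO (150 nM final) in 25 mM Hepes, 0.01% Triton X-100, pH 7.0 was preincubated 15 min at room temperature with compound. Then 40 uM arachidonic acid was added, 30 min. Hydroperoxide was read by Fe-XO absorbance ratio 573/405 nm.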
Active calls of the source: *; ? = inconclusive; [ ] = dose if it differs, or a comment. % is scaled to controls: 0 for no effect and ±100 for the full control effect; potency is read from the fitted curve at half-maximal effect. A portion of the library. The share of hits here may be higher or lower than overall.

Structure,12-LOX inh
COc1ccc(C(=O)N2CC[C@H]3CC(=O)N(c4ccccc4)CC[C@H]3C2)cc1,73%[activator][176 µM]
COC(=O)CNC(=O)c1ccc(C(=O)c2ccccc2)cc1,-1%
O=C(CCC(=O)N1CCC(c2noc3ccc(F)cc23)CC1)N1CCCC1,9%
CC(=O)N1CCC(Oc2ccc(Cl)cc2C(=O)N(C)Cc2nccn2C)CC1,53%[activator]
OC[C@H]1O[C@@H](Oc2cc(O)cc(C=Cc3ccc(O)cc3)c2)[C@H](O)[C@@H](O)[C@H]1O,-24%[57.4 µM]
O=C(NCc1ccc(F)cc1)c1noc(-c2ccc(F)cc2)n1,58%[activator]
COc1ccc(N2CCN(C(=O)c3cc4c(s3)CN(C3CCCC3)C4)CC2)cc1,65%[activator]
COC(=O)C1=CN(c2cccc(OCc3ccccc3)c2)C(N)=C(C#N)C1c1cccc(F)c1 (stereo not drawn),-1%
N#Cc1cccnc1NCCNC(=O)c1cnc2ccccc2n1,-6%
COc1ccc(Cn2c(C3CCN(C(=O)Cc4ccccc4Cl)CC3)n[nH]c2=O)cc1,?
Cc1cc(C)c2c(=O)[nH]c(SCC(=O)c3ccccc3)nc2n1,-10%
COC(=O)C1=C(C)N(Cc2cccc([N+](=O)[O-])c2)C(=O)CC1c1ccccc1Cl (stereo not drawn),6%
O=C(NC[C@H]1OC[C@@H](NC2CCC2)[C@@H]1O)c1ccncc1,13%[176 µM]
CSc1ccccc1NC(=O)C(C)Cl (stereo not drawn),-2%
COCCNC(=O)C(C)[C@@H]1CC[C@@]2(C)CC[C@H](NC(=O)c3cnccn3)[C@@H](C)[C@@H]2[C@H]1O (stereo partly drawn),-10%[176 µM]
Cc1nc(N2CCC(NC(=O)c3cnccn3)CC2)cc(C(F)(F)F)n1,1%
CN1CC(=O)N2CCN(Cc3nn(C)c4cccc(Cl)c34)CC2C1=O (stereo not drawn),-2%
CC(=O)NCCCC(=O)N1CCC2(CC1)CN(C(=O)NC(C)C)CCO2,13%[6.33 µM]
O=C1CCN(S(=O)(=O)c2ccccc2)CCCN(C(=O)c2ccc3ccccc3n2)CCN1,29%
CO[C@H]1C(=O)N(C(C)C)[C@H]1C1CCN(C(=O)Cn2ccnc2)CC1,3%
O=c1c(-c2ccccc2)nc2cnc(N3CCNCC3)nc2n1Cc1ccc(F)cc1,?
N#CCn1nc2n(c1=O)CCN(C(=O)c1cccc3[nH]ccc13)CC2,12%
COc1cccc(C(=O)N2CCCC(n3cc(-c4nc(-c5ccccc5)no4)nn3)C2)c1 (stereo not drawn),-6%
O=C(Nc1c(NCc2ccccc2)c2ccccc2oc1=O)c1ccccc1,?
CC1(COc2ccc3[nH]ccc3c2)COc2ccc(C(=O)NCc3cccs3)cc2N1 (stereo not drawn),7%[176 µM]
Cn1cnc2c1c(=O)n(CC(=O)NCc1ccccc1OC(F)F)c(=O)n2C,-7%
Cc1ccc(-n2cccc2CC(=O)NC(C)(C)C)cc1,2%
CC(Oc1ccc(-c2ccccc2)cc1Cl)C(N)=O (stereo not drawn),6%
Cc1ccc(-c2cc(C(=O)NCCN3CCN(C)CC3)n(C)c2)cc1,15%
CCOc1ccccc1NC(=O)c1ncoc1-c1ccc(C)o1,?
CCN(CC)C(=O)c1cccc(NC(=O)c2cc(=O)c3cc(C)ccc3o2)c1,16%
O=C(NC1CCCCC1)O[C@@H]1CO[C@H]2[C@@H]1OC[C@@H]2n1nnnc1Sc1ccccc1,-24%[176 µM]
O=C(Cc1cccc(Cl)c1)NC1CCN(c2cc(-c3ccccc3)[nH]n2)CC1,44%[activator]
CCOc1ccc(NC(=O)NCc2nc(-c3cccc(Cl)c3)oc2C)cc1,-8%
O=C(Cc1cccn1-c1cccc(Cl)c1)NCc1ccc(N2CCOCC2)cc1,4%
COc1ccc(C[C@H](NC(=O)[C@@]2(O)C[C@@H](O)[C@H](O)[C@@H](NS(=O)(=O)c3cccc(C(F)(F)F)c3)C2)C(N)=O)cc1,4%
Cc1ccccc1CN1[C@@H](C)[C@H](c2ccccc2)Oc2cccc(N3CCCC(C)C3)c2S1(=O)=O (stereo partly drawn),9%
Cc1nc2cccnc2n1CC1CCCN(C(=O)Nc2ccccc2C(F)(F)F)C1 (stereo not drawn),29%
COC(=O)C1=C(C(=O)c2ccc(C)cc2)C(c2ccc(OC)cc2)n2nnnc2N1 (stereo not drawn),-30%
N#CCOc1ccc2[nH]cc(C(C(=O)O)N3CCN(Cc4cccc(Cl)c4)CC3)c2c1 (stereo not drawn),4%
Cc1ccc(-c2ccc3nnc(CNC(=O)c4ccc(C)cc4C)n3n2)cc1,37%[activator]
CCN(CC)S(=O)(=O)c1ccc(-c2nc(C#N)c(NCc3cccnc3)o2)cc1,-1%
O=C(NC1CCCCC1)C1(c2ccccc2)CCOCC1,28%
O=C(NC1CCCN(c2cc(-c3ccc(F)cc3)[nH]n2)C1)c1ccc(F)c(F)c1 (stereo not drawn),7%
COc1ccc(NC(=O)c2ccc3c(c2)NC(C)(COc2ccc4[nH]ccc4c2)CO3)cn1 (stereo not drawn),10%
O=C(NC1CCCc2c1[nH]c1ccc(F)cc21)c1ccccn1 (stereo not drawn),31%[activator]
CCCCN(Cc1ccccc1)c1ccc(NS(=O)(=O)c2ccc(C)c(C)c2)cc1C(=O)O,?
Cc1ccc2cccc(OC(=O)c3cccnc3Oc3ccccc3)c2n1,-10%
CCCCN1CC(C(=O)Nc2ccc(C(=O)Nc3ccc(C)c(C)c3)cc2)CC1=O (stereo not drawn),-29%
COc1ccc(-c2nc3cnc(N(C)C)nc3n(C)c2=O)cc1,?
CNC(=O)[C@@H](c1ccccc1F)N1CCC[C@H]1C(=O)NCCN(C)C,2%[176 µM]
O=C(NCCNC[C@@H](O)COc1ccc(O)cc1)N1CCOCC1,?
COc1ncccc1CN1CC[C@@H]2OCC(=O)N(Cc3ccccc3)[C@H]2CC1,1%[176 µM]
C1CC(C2CCN(C3CNC3)CC2)CN1 (stereo not drawn),17%
CCn1c(=O)n(CC(=O)NCC(=O)Nc2cccc(C)c2C)c2ccccc21,-17%
Cc1cc2ccccc2n1CCNC(=O)c1cccc([N+](=O)[O-])c1,-4%
CC(=O)NCCNc1nc(-c2cccnc2)nc2ccccc12,?
CN(C)C(=O)C1CN(C(=O)c2cc(F)ccc2F)CC12CCOCC2 (stereo not drawn),58%[activator]
COc1cc(SC)ccc1C(=O)N[C@H]1CCN2C(=O)[C@H](CC3CCCCC3)NC(=O)[C@@H]2C1,6%
COc1cc(/C=C(/C#N)C(=O)Nc2ccccc2C(F)(F)F)cc(Br)c1OC,-19%

Following part:
Structure,12-LOX inh
CC(C)NC(=O)N1CCCCCC1CN1CCOCC1 (stereo not drawn),13%
COc1ccc(C2CC(=O)C(C)C(c3ccc(OC)cc3)N2)cc1 (stereo not drawn),-62%
O=C(C1CCCC1)N1CC2(CCNC2)OCc2ccccc21 (stereo not drawn),5%[6.33 µM]
O=C1NCCCCCCN(Cc2ccncc2)[C@@H]2CN(Cc3ccncc3F)CC[C@@H]12,173%[activator]
CC(C)C(=O)N1CCC(NC(=O)CCn2ccc3ccccc32)CC1,?
COc1ccc(Cl)cc1NC(=O)Cn1c(N2CCOCC2)nc(C)cc1=O,-7%
CCCCS(=O)(=O)N1CCCC(Cn2c(C3CC3)nc3cccnc32)C1 (stereo not drawn),31%
Cn1nc(C2CCN(C(=O)c3ccc[nH]3)CC2)n(Cc2ccccc2)c1=O,-7%
O=C(c1ccc(Cl)cc1)N1CC2(CCNC2)OCc2ccccc21 (stereo not drawn),9%[6.33 µM]
O=C(NCc1ccc2c(c1)OCO2)N1CCN(S(=O)(=O)c2ccccc2F)CC1,-5%
Cc1nc(CNC(=O)CCN2Cc3ccccc3OC(c3ccccc3F)C2)cs1 (stereo not drawn),24%
O=C(NCCn1cnc2ccccc21)C1CC(=O)N(c2n[nH]c3ccccc23)C1 (stereo not drawn),13%
COc1ccc(OC)c(S(=O)(=O)Nc2cccc(CCc3nc4ccccc4n3C)c2)c1,?
O=C(CCN=C1NS(=O)(=O)c2ccccc21)N(Cc1ccccc1F)C1CC1,11%
O=C(c1cc(F)cc(F)c1)N1CC(c2nc(CCc3ccccc3)no2)C1,90%[activator]
Cc1ccccc1N(C)C1CN(Cc2cccnc2)C1,32%[activator][176 µM]
Cc1noc2nc(-c3ccccc3)cc(C(=O)NCc3ccc(N4CCOCC4)nc3)c12,-41%
O=C(O)c1ccc(O)c(Cl)c1,3%
N#Cc1ccc(/C=N/Nc2ccccc2C(F)(F)F)cc1,10µM*
Cc1noc(C)c1CC(=O)N1CCC2(CC1)CN(C(=O)NC(C)C)Cc1ccccc1O2,17%[6.33 µM]
CC(C)c1ccc(CC(=O)N2CCCc3ncc(C(=O)NCCOc4ccccc4)cc32)cc1,6%
CC(=O)N1CCc2cc(S(=O)(=O)CCC(=O)N3CCCC(Cc4nncn4CC4CC4)C3)ccc21 (stereo not drawn),6%
O=C1CO[C@H]2CN(c3ncccn3)C[C@H]2N1CC1CCCCC1,28µM*
COc1cc2c(cc1CNC(=O)Cn1nc(C)n(Cc3ccccc3)c1=O)CCC2,11%
Cc1ccccc1-c1ncc2c(n1)OCCN(c1ccccc1)C2=O,?
O=C(NC1CCCN(c2cc(-c3ccccc3)[nH]n2)C1)c1ccccc1C(F)(F)F (stereo not drawn),29%
O=C(Cn1ccc2cc(Cl)ccc21)Nc1ccc2c(c1)OCCO2,?
COCc1nnc2n1CCC(NC(=O)CCc1c(C)noc1C)CC2 (stereo not drawn),3%
C=CCN=C1NC(c2ccc(Cl)cc2)C(C(=O)OC)=C(C)N1C (stereo not drawn),?
CCN1c2cc(C(=O)NC3CCCCCC3)ccc2C(=O)N2CCCCC21 (stereo not drawn),10%

Overlap with the part before: 7 compounds, followed by the next part.
Structure,12-LOX inh
COc1cc2c(cc1CNC(=O)Cn1nc(C)n(Cc3ccccc3)c1=O)CCC2,11%
Cc1ccccc1-c1ncc2c(n1)OCCN(c1ccccc1)C2=O,?
O=C(NC1CCCN(c2cc(-c3ccccc3)[nH]n2)C1)c1ccccc1C(F)(F)F (stereo not drawn),29%
O=C(Cn1ccc2cc(Cl)ccc21)Nc1ccc2c(c1)OCCO2,?
COCc1nnc2n1CCC(NC(=O)CCc1c(C)noc1C)CC2 (stereo not drawn),3%
C=CCN=C1NC(c2ccc(Cl)cc2)C(C(=O)OC)=C(C)N1C (stereo not drawn),?
CCN1c2cc(C(=O)NC3CCCCCC3)ccc2C(=O)N2CCCCC21 (stereo not drawn),10%
CCCC(=O)OCCNc1c(C(=O)OCC)cnc2c(Cl)c(Cl)ccc12,26%
CC(C)NC(=O)c1nc(-c2ccsc2)c2ccccn12,39%[activator][176 µM]
O=C(c1ccc(F)cc1)N1CCC(n2cc(-c3nc(-c4ccccc4)no3)nn2)CC1,21%
c1ccc(CNC2CCCc3c2cnn3Cc2ccccc2)cc1 (stereo not drawn),5%
CCCNC(=O)Cc1csc2nc(C)c(-c3cc(C)n(-c4ccc(C)cc4)n3)c(=O)n12,-8%
CCOC(=O)Cn1c(=O)n2nc(Cc3ccccc3)nc2c2c3c(sc21)COC(C)(C)C3,-3%
CC(=O)c1ccc(NC(=O)Cn2cnc3c2c(=O)n(C)c(=O)n3C)cc1,-2%
COc1cc(OC)cc(C(=O)N2CCC(Cc3nc(-c4cccc(OC)c4)no3)CC2)c1,8%
COCCn1c(-n2nc(C)cc2C)nc2c1c(=O)n(Cc1ccccc1Cl)c(=O)n2C,10%
Cc1ccc(C(=O)N2CCN(c3nnc4cccc(C)n34)CC2)cc1F,-3%
Cc1noc([C@H]2CCN(CC3CC3)C[C@H]2NC(=O)C2CC2)n1,67%[activator]
Cc1cc(=O)n(CC(=O)Nc2ccc(C(F)(F)F)cc2)c(N2CCOCC2)n1,3%
O=Cc1ccc(OCC2CC2)c2ccccc12,1%
COc1ccc(CCNC(=O)c2cc3n(n2)CC(c2ccc4c(c2)OCO4)OC3)cc1OC (stereo not drawn),48%[activator]
CCNC(=O)N(C1CC1)C1CCOC2(CCN(C(=O)Nc3ccc(OC)cc3)CC2)C1 (stereo not drawn),74%[activator]
O=C(NCC1CN(Cc2ccccc2)CCO1)C1CCC1 (stereo not drawn),2%
COCC(=O)N[C@@H]1CN(Cc2ccc(C#N)cc2)CC[C@@H]1c1nc(C)no1,42%
COc1ccccc1-c1ccc(C(=O)NCCN2CCOCC2)c(N2CCN(c3ccccc3F)CC2)n1,19%
COc1cc(OC)cc(C2Nc3ccccc3C(=O)N2C2CC2)c1 (stereo not drawn),-11%
COCCn1cnnc1SC(C)C(=O)c1ccc(Cl)cc1 (stereo not drawn),-30%
COc1ccc(-c2nc(NC(=O)c3ccc(C)c(F)c3)n[nH]2)cc1OC,17%
Cc1ccccc1[C@H]1C[C@@H](O)[C@@H](O)[C@@H]1NC(=O)c1ccc(C(F)(F)F)cc1,8%[176 µM]

3 entries from above, ordered by the value under 12-LOX inh, low to high.
smiles	12-LOX inh
CC(=O)c1ccc(NC(=O)Cn2cnc3c2c(=O)n(C)c(=O)n3C)cc1	-2%
O=C(Cc1cccn1-c1cccc(Cl)c1)NCc1ccc(N2CCOCC2)cc1	4%
O=C(CCC(=O)N1CCC(c2noc3ccc(F)cc23)CC1)N1CCCC1	9%

Compound activity deposited in PubChem by National Center for Advancing Translational Sciences (NCATS).
